Source: PubChem (several laboratories)
sdo1 growth – compounds rescuing growth of sdo1-depleted yeast, bone marrow failure model | S. cerevisiae sdo1-depleted JHY4D growth rescue, OD600 30 h; hits give high values; pdr5 snq2 efflux-pump mutant strain | z-score at 10 µM | 140,000 compounds, 0.21% hits | AID 817;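 active means z-score above 3 at both the 24 hr and the 30 hr optical density reads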;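 further: z-score against mean and SD of all compound wells on the same plate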
Insulin prom inh – TRM-6 insulin promoter activity inhibition; TRM-6 cells (human fetal islet line), insulin promoter-eGFP reporter, imaging; reporter expression induced with tamoxifen; inhibition, % at 2 µM; 130,000 compounds, 0.9% hits; AID 1273;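 active means inhibition above the mean plus 3 SD, with well images judged a real hit on visual review, cut at about 60% in these data, passing the limit was not always enough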
sdo1 growth Rescue 24 h – also measured in sdo1 growth; calls as there; z-score; S. cerevisiae sdo1-depleted JHY4D growth rescue, OD600; measured here: growth rescue at 24 h;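 0 is the plate mean of compound wells and units are plate SD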
* = called active by the depositor; i = inactive; nt = not tested or not shown; [ ] = dose if it differs, or a comment. Not all compounds are listed, so the mix of outcomes need not match the whole.

Compound,sdo1 growth,sdo1 growth Rescue 24 h,Insulin prom inh
COc1ccccc1N1CCN(C(c2cccs2)C(C)NS(=O)(=O)c2ccccc2)CC1 (stereo not given),-0.74,-0.52,-129
COCCC(=O)NC12CC3CC(CC(C3)C1)C2,0.9,0.33,-17
Cn1c(=O)c2c(nc(SCC(=O)c3cccs3)n2Cc2ccc(F)cc2)n(C)c1=O,-1.1,0.11,nt
CC12CCC(C(=O)Nc3ccccc3Br)(C/C1=N\O)C2(C)C (stereo not given),1,0.56,-11
CCc1ccc(C(=O)COC(=O)CNC(=O)CNC(=O)Cc2ccccc2)cc1,0.35,0.2,-22
O=C1NC(=S)N(c2cccc(Cl)c2)C12CCCCC2,0.41,1.5,-26
CSc1ccc(CN(C)Cc2nc3cc(C(F)(F)F)ccc3c(=O)[nH]2)cc1,nt,nt,-83
CN(Cc1cnn(C)c1)C(=O)c1ccc(OC2CCN(CCc3ccccc3)CC2)cc1,nt,nt,-35
COc1cc(/C=C/c2nc(-c3ccccc3O)n[nH]2)cc(OC)c1OC,-1.2,-0.51,31
Cn1c(SCc2ccc(F)cc2)nnc1-c1ccccn1,0.06,-0.84,-8
Cc1sc(NC(=O)C2CCCCC2C(=O)O)c(C(N)=O)c1-c1ccc(C(C)(C)C)cc1 (stereo not given),-0.09,-0.42,38
CCCn1c(C)cc(C)c(C#N)c1=O,1.6,0.38,7
CCc1c(C)sc2nc(SCC(=O)Nc3cc(C)on3)n(CCOC)c(=O)c12,-0.59,0.76,-7
O=C(NCc1cccnc1)c1sc2ccccc2c1Cl,-0.27,-0.73,-36
O=C(COc1ccc(S(=O)(=O)NC2CCCCC2)cc1)NCCC1=CCCCC1,-1,-1.5,-408
CCC(=O)Nc1ccc(S(=O)(=O)Nc2ccc(Cl)nn2)cc1,0.16,-0.48,-7
C/C(=N/Nc1ccc(F)cc1)c1ccc(Cl)s1,-1.7,-0.89,33
Cc1cccc(N(CC(=O)N2CCCC2)S(=O)(=O)c2ccccc2)c1,-0.8,-0.54,27
CSc1ccc(C2Nc3ccccc3-c3cc(C)nn32)cc1 (stereo not given),-0.68,-0.94,nt
O=C(CSCC(=O)NC1CCCC1)Nc1ccccc1,0.26,0.28,-27
CCC(C)NC(=O)C1c2ccccc2C(=O)N1Cc1cc(OC)ccc1OC (stereo not given),0.53,0.24,-26
CCOc1cc(C)c(S(=O)(=O)Nc2ccc(F)cc2)cc1C,-0.92,-0.48,-38
O=C(CC1CCCCC1)NCc1ccc(F)cc1,nt,nt,-47
O=C(NCCc1ccccc1)C1CCN(S(=O)(=O)c2cccc3nsnc23)CC1,-0.26,-0.09,-8
CCOC(=O)C(Cc1ccccc1)C(=O)Nc1ccccc1C (stereo not given),-0.7,-1.3,nt
CCOC(=O)Cc1c(C)nc2cc(-c3ccc(Cl)cc3)[nH]n2c1=O,-0.51,-0.99,-250
COc1cc(OC)cc(C(=O)N=c2sc3ccccc3n2C)c1,nt,nt,-7
CC1CCCCN1C(=O)Cn1cc(C(=O)c2ccco2)c2ccccc21 (stereo not given),-0.44,-0.36,-31
S=C(c1ccc(-c2cc(Cl)ccc2Cl)o1)N1CCCCC1,-0.92,-1.2,4
CCOC(=O)C1=C(N)OC2=C(C(=O)CC(C)(C)C2)C1c1ccc(CC)s1 (stereo not given),nt,nt,0
CCOC(=O)c1cc2n(c1N)-c1ccccc1C2=O,0.78,-0.12,-16
CCOC(=O)c1c(-c2ccc(C)o2)csc1NC(=O)CN1CCN(CC)CC1,-0.26,-0.79,-50
CC(C)C1Cc2c(sc3c2c(=O)n(-c2ccccc2)c2nncn32)CO1 (stereo not given),nt,nt,-53
COc1cc(-n2c(C)nc3cc(C(=O)NCc4ccco4)ccc32)cc(OC)c1OC,0.81,0.38,0
CCCCCCC1CC(CSc2ncn[nH]2)OC1=O (stereo not given),0.68,1.9,nt
Cc1ccc(C(C)C)cc1S(=O)(=O)NCc1cccnc1,0.27,-0.1,-48
CCCCN1C(=O)C(O)=C(C(C)=O)C1c1ccccc1 (stereo not given),0.63,0.64,38
O=C1C(Cl)=C(N2CCCCC2)C(=O)C(Cl)=C1c1cnc(N2CCCCC2)s1,-0.82,0.09,i
COc1ccc(Cn2c(-c3ccc(OC)cc3)nc3c(c(=O)c4ccccc4n3C)c2=O)cc1,-0.76,-0.99,nt
Cc1ccc(Nc2ccc([N+](=O)[O-])nc2[N+](=O)[O-])cc1,-0.95,-0.74,5

Entries of single compounds, looked up by structure:
Cc1ccc(C(C)C)cc1S(=O)(=O)NCc1cccnc1 reads sdo1 growth = 0.27; sdo1 growth Rescue 24 h = -0.1; Insulin prom inh = -48
COc1cc(OC)cc(C(=O)N=c2sc3ccccc3n2C)c1 reads sdo1 growth = nt; sdo1 growth Rescue 24 h = nt; Insulin prom inh = -7
CCC(C)NC(=O)C1c2ccccc2C(=O)N1Cc1cc(OC)ccc1OC (stereo not given) reads sdo1 growth = 0.53; sdo1 growth Rescue 24 h = 0.24; Insulin prom inh = -26

(listing goes on)
Compound,sdo1 growth,sdo1 growth Rescue 24 h,Insulin prom inh
Cc1cc(-c2n[nH]c(=S)n2-c2ccccc2)nn1C,0.58,0.32,33
Cc1cc(C)cc(NC(=O)CSc2ncc(S(=O)(=O)c3ccccc3)c(=O)[nH]2)c1,1.3,0.78,-32
Cc1ccc(-c2cc(C(F)(F)F)n3ncc(C(=O)N4CCCCC4c4cccnc4)c3n2)cc1 (stereo not given),nt,nt,-53
CC1CCCC(C)N1C(=O)CSc1nnc(-c2c[nH]c3ccccc23)o1 (stereo not given),-1.7,-1.4,43
COc1ccc(-c2noc(COc3ccc(Cl)c(C)c3)n2)cc1,-0.42,-0.2,nt
CCOc1cc(C=C2C(=O)c3ccccc3C2=O)ccc1OCC(=O)Nc1ccc(C)cc1,0.35,1.4,nt
CC(C)NC(=O)c1ccc(CNC(=O)OCC(F)(F)F)cc1,-0.04,-0.36,11
COc1ccc(OCC(=O)N2CCN(C(=O)COc3ccccc3)CC2)cc1,-0.03,0.06,-411
CC(=O)NCCn1c(SCC(=O)NCc2ccco2)nc2ccccc2c1=O,0.96,0.63,0
CCc1nc2c3cnn(-c4cc(Cl)ccc4C)c3ncn2n1,-0.79,1.4,-12
COc1cc(/C=c2\s/c(=C(/C#N)C(=O)N3CCCC3)n(-c3ccccc3)c2=O)ccc1O,0.31,2.6,nt
CCOc1ccc(NC(=O)c2cc3c(C)nc4ccccc4c3o2)cc1,-1.1,-0.4,nt
Cc1ccc(OCCCn2ccnc2)cc1C,0.17,0.04,13
Cc1ccccc1C(=O)NNC(=O)c1ccc(F)cc1,0.1,-0.52,-29
Cc1ccc(NC2=NCCC2)cc1Cl,-0.17,-0.7,61
COc1cc(/C=N/N2CCOCC2)ccc1OCc1ccc(Cl)cc1,nt,nt,-44
Cc1cccc(OCCCC(=O)N2CCCc3ccccc32)c1C,-1.1,-1.3,-14
COc1cccc(NC(=O)CCN2CCC(C(N)=O)CC2)c1,0.96,1.3,nt
O=C(O)Cc1ccc(NC(=O)C2CC=CCC2C(=O)O)cc1 (stereo not given),0.99,0.79,26
O=C(CSC1=NCCS1)NC(c1ccccc1)c1ccccc1,-0.65,-0.04,6
COc1cccc(-n2nc(C(=O)O)c3ccccc3c2=O)c1,-0.55,-0.5,nt
CC(C)C(C(=O)NCC1CCCO1)N(Cc1ccco1)C(=O)CNS(=O)(=O)c1ccccc1 (stereo not given),0.76,0.16,nt
Cn1c(=O)n(CCc2ccccc2)c(=O)c2c1nc1n2CCCN1c1ccccc1,-0.97,-1.5,-196
O=C(NC(Cc1ccccc1)C(=O)N1CCCC1C(=O)O)c1ccccc1 (stereo not given),0.43,0.25,nt
COc1cc([C@@H]2c3cc4c(cc3[C@H](O)[C@H]3COC(=O)[C@H]23)OCO4)cc(OC)c1OC,-0.08,-0.22,-14
CC(C)CCNC(=O)C(=O)NCCC1=CCCCC1,-0.26,-0.2,15
CCN1C(=C2C(=O)c3ccccc3C2=O)C=Cc2ccccc21,-0.79,-0.76,18
CCOC(=O)c1c(C)[nH]c(C(=O)OC)c1CCC(=O)OC,1.9,1.6,nt
Cc1ccccc1NC(=O)N1C2CCCC1CC(NC(=O)C(C)(C)C)C2 (stereo not given),0.02,-1.1,36
Cc1n[nH]c(C)c1S(=O)(=O)N1CCC(C(=O)O)CC1,-0.79,-1,nt
Cc1ccc(C(=O)c2coc3cc([N+](=O)[O-])c(O)c([N+](=O)[O-])c23)cc1,0.84,0.28,-12
CC(C)Cc1cc(C(=O)NCc2cccs2)no1,0.82,0.28,100*
Cc1cc(C(F)F)n2nc(C(=O)Nc3cccnc3Cl)nc2n1,1.1,0.84,-37
O=[N+]([O-])c1ccc(N2CCOCC2)cc1NC(c1ccccc1)c1ccccc1,0.11,0.86,11
COc1ccc(NC(=O)CCn2cccc2)cc1,0.45,-0.34,50
COc1ccc(/C=N/NC(=O)c2cc(Br)ccc2O)cc1Cn1cc(Cl)cn1,-0.04,-0.61,0
CCNc1nc(NC(C)(C)C)nc(N2CCCCC2)n1,nt,nt,35
Cc1ccc(NC(=O)CSc2nccn2C)cc1S(=O)(=O)N1CCOCC1,-0.92,-1.2,1
CN(C)CCN(C(=O)/C=C/c1cccs1)c1nc2c(F)cc(F)cc2s1,-0.51,-0.18,7
CC(=O)N1CC2(C)CN(C(C)=O)CC(C)(C1)C2O (stereo not given),0.68,0.51,8
Oc1c(C(c2cccs2)N2CCN(c3cccc(Cl)c3)CC2)sc2ncnn12 (stereo not given),0.27,0.05,nt
CCOC(=O)c1ccc(CC(=O)c2oc3cc(O)ccc3c2C)o1,-0.87,-1.4,33
CCOc1ccc(NC(=O)Cn2nnc(C(=O)NCCc3ccc(OC)c(OC)c3)c2N)cc1,0.84,-0.27,21
CCc1nnc(NC(=O)C2CCCN2S(=O)(=O)c2ccc(F)cc2)s1 (stereo not given),0.85,1,-44
O=C(COC(=O)c1ccccc1)Nc1ccccc1Br,nt,nt,29
CON/C=C(\C=Nc1ccc(Cl)cc1)c1ncc(C(F)(F)F)cc1Cl,-0.93,-0.12,19
COc1ccc(-n2ncc3c(NCCCn4ccnc4)ncnc32)cc1,-0.42[9.3 µM],-0.93,nt
Cc1cc(NC(=O)CCC(=O)N(c2ccccc2)C(C(=O)NC2CCCCC2)c2cccs2)no1 (stereo not given),-0.23,-0.42,-323
COc1ccc(C(=O)c2sc(Nc3ccccc3)c(C(=O)Nc3ccc(OC)c(OC)c3)c2N)cc1,-0.62,0.23,14
CC(C)COC(=O)c1ccc(NC(=O)C2C3CCC(C3)C2C(=O)O)cc1 (stereo not given),0.01,-0.52,nt
COc1ccc(C)c(NC(=O)C2CC(=O)NC3=C2C(=O)CCC3)c1 (stereo not given),nt,nt,-75
O=C(COC(=O)c1cnc(Cl)c(Cl)c1)Nc1ccc(S(=O)(=O)N2CCCC2)cc1,0.18,-0.22,21
Cc1onc(-c2c(Cl)cccc2Cl)c1C(=O)NC1C(=O)N2C1SC(C)(C)C2C(=O)O (stereo not given),nt,nt,-15
CCOc1ccccc1C1C(C#N)=C(N)SC(N)=C1C#N,0.39,-0.49,-36
O=C(NCCO)c1scc2c1OCCO2,-0.31,-0.75,40
CCC(C)C(NS(=O)(=O)c1ccc(C)cc1)C(=O)O (stereo not given),nt,nt,36
CC(C)(C)n1nc2c(c1NC(=O)c1ccc(Br)cc1)CS(=O)C2 (stereo not given),-0.21,-0.58,nt
O=[N+]([O-])c1cccnc1NCc1cccs1,nt,nt,29
Cc1cc(C)c2c(-n3cccc3)c(NC(=O)OC(C)C)sc2n1,-0.74,0.18,-29
COC(=O)c1sccc1NC(=O)c1cc(-c2cc(C)ccc2C)nc2ccccc12,-0.4,0.02,nt

Remaining list, next part.
Compound,sdo1 growth,sdo1 growth Rescue 24 h,Insulin prom inh
CCc1cccc(NC(=O)Cn2c(-c3ccccc3)cc(C(C)=O)c2C)c1,0.12,0.92,-20
CCOC(=O)c1ccc(N2C(=O)C3CC=CCC3C2=O)cc1 (stereo not given),-0.81,-1.2,38
CCn1c(CC(=O)Nc2ccc(C)cc2)nnc1SCC(=O)NCCc1ccccc1,0.9,-0.11,-50
CC(C)(C)c1ccc(CN(Cc2ccco2)Cc2nnnn2C2CCCC2)cc1,0.92,2.1,-30
O=c1[nH]c(SCc2cccc(Cl)c2)nc2[nH]ncc12,nt,nt,43
Cc1c(C(=O)Nc2ccc(Cl)cc2)c2ccccn2c1C(=O)c1ccc(F)cc1,-1.7,-1.5,25

Two entries from above, reformatted:
> CCn1c(CC(=O)Nc2ccc(C)cc2)nnc1SCC(=O)NCCc1ccccc1
  sdo1 growth: 0.9	sdo1 growth Rescue 24 h: -0.11	Insulin prom inh: -50
> CC(C)(C)c1ccc(CN(Cc2ccco2)Cc2nnnn2C2CCCC2)cc1
  sdo1 growth: 0.92	sdo1 growth Rescue 24 h: 2.1	Insulin prom inh: -30

As entered above.
`Cc1c(C(=O)Nc2ccc(Cl)cc2)c2ccccn2c1C(=O)c1ccc(F)cc1` in sdo1 growth has -1.7
`CCn1c(CC(=O)Nc2ccc(C)cc2)nnc1SCC(=O)NCCc1ccccc1` in Insulin prom inh has -50
`CCc1cccc(NC(=O)Cn2c(-c3ccccc3)cc(C(C)=O)c2C)c1` in Insulin prom inh has -20
